Screening results (PubChem)
Growth percent in the NCI-60 one-dose screen (48 h, 10 µM unless noted): 100 = growth as untreated, 0 = no growth, -100 = all killed.
MOLT-4 = MOLT-4 leukemia cells; 80,000 tested, 6.9% active
EKVX = EKVX NSCLC; 71,000 tested, 3% active
A549/ATCC = A549/ATCC NSCLC | 81,000 tested, 3.7% active | AID 1794740
HOP-62 = HOP-62 NSCLC. 80,000 tested, 3.9% active. AID 1794735
M14 = M14 melanoma | 80,000 tested, 6.2% active | AID 1794745
HOP-92 = HOP-92 NSCLC cells | AID 1794738 | 71,000 tested, 6.3% active
CCRF-CEM = CCRF-CEM leukemia; 77,000 tested, 7% active; AID 1794778
RPMI-8226 = RPMI-8226 leukemia cells. AID 1794781. 77,000 tested, 7.5% active
* hit, by the source's call; & = joins results of further samples. Rule for the calls: active = growth percent below 10; inactive = the rest.

`CC(C)(C)OC(=O)O/N=C(\C#N)c1ccccc1` gave MOLT-4 86, EKVX 101, A549/ATCC 97, HOP-62 109, M14 118, HOP-92 104, CCRF-CEM 103 and RPMI-8226 101.
For O=C(O)c1ccc(S(=O)(=O)O)cc1 the results were MOLT-4 118, EKVX 104, A549/ATCC 92, HOP-62 99, M14 117, HOP-92 76, CCRF-CEM 106 and RPMI-8226 98.
Screening COC(=O)c1cc(O)c2c(c1C(=O)OC)C[C@H]1[C@@H]3CC=C4C[C@@H](O)CC[C@]4(C)[C@H]3CC[C@]21C returned MOLT-4 36, EKVX 55, A549/ATCC 38, HOP-62 20, M14 12, HOP-92 19, CCRF-CEM 38 and RPMI-8226 17.
COC1=C(OC)C(=O)C(CCCCCCCCCCO)=C(C)C1=O was read as MOLT-4 28, EKVX 90, A549/ATCC 96, HOP-62 86, M14 93, HOP-92 77, CCRF-CEM 29 and RPMI-8226 76.
`O=C1c2ccccc2C(=O)c2c1cccc2S(=O)(=O)O` gave MOLT-4 86, EKVX 108, A549/ATCC 108, HOP-62 104, M14 107, HOP-92 80, CCRF-CEM 94 and RPMI-8226 98.
Screening Cn1nc(Nc2ccccc2)c(C(=O)NN)c1N returned MOLT-4 104, A549/ATCC 98, HOP-62 100, M14 101, HOP-92 111, CCRF-CEM 91 and RPMI-8226 106.
For C1CCOC1 the results were MOLT-4 101, A549/ATCC 95, HOP-62 109, M14 108, HOP-92 78 and RPMI-8226 96.
Screening C#Cc1cccc(Nc2nc(Cl)nc3cc(NC(=O)CCl)ccc23)c1 returned MOLT-4 -25*, EKVX -77*, A549/ATCC 13, HOP-62 -77*, M14 -52*, HOP-92 -83*, CCRF-CEM -17* and RPMI-8226 -48*.
`COc1cc2ncnc(Nc3cccc(Cl)c3F)c2cc1OC(=O)N1CCN(C)C[C@H]1C` gave MOLT-4 68, EKVX 58, A549/ATCC 41, HOP-62 62, M14 85, HOP-92 52, CCRF-CEM 75 and RPMI-8226 76.
`Cc1ccccc1NC(=O)CSC#N` gave MOLT-4 97, EKVX 100, A549/ATCC 86, HOP-62 77, M14 93, HOP-92 104, CCRF-CEM 110 and RPMI-8226 101.
`COc1cccc(OC)c1-c1nnn(C)c1C(=O)N1CCN(c2ccc([N+](=O)[O-])cc2Cl)CC1` gave MOLT-4 105, EKVX 91, A549/ATCC 102, HOP-62 97, M14 110, HOP-92 102, CCRF-CEM 98 and RPMI-8226 93.
Screening CCCN(CCC)C(C)C(O)c1ccc2cc(Br)c3ccccc3c2c1 (centres undefined) returned MOLT-4 70, EKVX 96, A549/ATCC 89, HOP-62 90, M14 74, HOP-92 59, CCRF-CEM 66 and RPMI-8226 67.
`COC(=O)/C(CCC(Br)C(C)(C)[n+]1ccccc1)=C1\[C@@H](OC(C)=O)C[C@@]2(C)[C@H]1C[C@@H](O)[C@H]1[C@@]3(C)CCC(=O)[C@@H](C)[C@@H]3CC[C@@]12C` (some centres undefined) gave MOLT-4 94, EKVX 106, A549/ATCC 109, HOP-62 104, M14 104, HOP-92 99, CCRF-CEM 93 and RPMI-8226 96.
N#Cc1cc2[nH]c3ccc(OC(F)(F)F)cc3c2oc1=O was read as MOLT-4 85, EKVX 76, A549/ATCC 91, HOP-62 57, M14 68, HOP-92 104, CCRF-CEM 90 and RPMI-8226 89.
For COc1cc(C2=N/C(=C\c3cc4ccccc4nc3OC)C(=O)O2)cc(OC)c1OC the results were MOLT-4 92, EKVX 108, A549/ATCC 95, HOP-62 88, M14 111, HOP-92 94, CCRF-CEM 98 and RPMI-8226 102.

The list goes on (2 carried over from the part before).
N#Cc1cc2[nH]c3ccc(OC(F)(F)F)cc3c2oc1=O was read as MOLT-4 85, EKVX 76, A549/ATCC 91, HOP-62 57, M14 68, HOP-92 104, CCRF-CEM 90 and RPMI-8226 89.
For COc1cc(C2=N/C(=C\c3cc4ccccc4nc3OC)C(=O)O2)cc(OC)c1OC the results were MOLT-4 92, EKVX 108, A549/ATCC 95, HOP-62 88, M14 111, HOP-92 94, CCRF-CEM 98 and RPMI-8226 102.
For Cc1ccc(-c2nc(C#N)c(N(C)C)o2)cc1 the results were MOLT-4 91, EKVX 62, A549/ATCC 97, HOP-62 69, M14 95, HOP-92 82, CCRF-CEM 91 and RPMI-8226 85.
`COc1ccc(-c2nc(/C=C3\SC(=NCc4ccc(OC)c(OC)c4)NC3=O)c3ccccn23)cc1` gave MOLT-4 83, EKVX 108, A549/ATCC 102, HOP-62 99, M14 51, HOP-92 112, CCRF-CEM 71 and RPMI-8226 75.
Screening O=C(OCCCCOC(=O)n1cnc2ccccc21)n1cnc2ccccc21 returned MOLT-4 86, EKVX 99, A549/ATCC 92, HOP-62 98, M14 102, HOP-92 89, CCRF-CEM 101 and RPMI-8226 102.
For CN(C)CCOc1ccc2c(c1)CCC2=O the results were MOLT-4 100, A549/ATCC 100, HOP-62 105, M14 111, HOP-92 101, CCRF-CEM 91 and RPMI-8226 93.
For CCOC(=O)c1cn(CC)c2cc(N(C)CCc3ccc(OC)c(OC)c3)c(F)cc2c1=O the results were MOLT-4 101, A549/ATCC 86, HOP-62 106, M14 99, HOP-92 103, CCRF-CEM 96 and RPMI-8226 98.
Fc1cccc(Cl)c1-c1nnc(CN2C=NC3C(N4CCOCC4)=NC=NC32)o1 (centres undefined) was read as MOLT-4 104, EKVX 99, A549/ATCC 108, HOP-62 100, M14 110, HOP-92 106, CCRF-CEM 106 and RPMI-8226 96.
Screening COc1cc(C2C3=C(COC3=O)N(CCO)c3cc4c(cc32)CCC4)cc(OC)c1O (centres undefined) returned MOLT-4 21, EKVX 34, A549/ATCC 18, HOP-62 41, M14 1.2*, HOP-92 97, CCRF-CEM 17 and RPMI-8226 32.
For Nc1nnc(-c2ccc(OCc3nnc(-c4ccccc4Cl)o3)cc2)s1 the results were MOLT-4 102, A549/ATCC 98, HOP-62 99, M14 108, HOP-92 65 and CCRF-CEM 91.
For CCCSc1cc(SCCC)nc(N)n1 the results were MOLT-4 79, EKVX 92, A549/ATCC 100, HOP-62 92, M14 118, HOP-92 73, CCRF-CEM 102 and RPMI-8226 101.
Screening CCC(C)C(NC(=O)CN1C(=O)/C(=C/C(C)=C/c2ccccc2)SC1=S)C(=O)O (centres undefined) returned MOLT-4 118, EKVX 103, A549/ATCC 104, HOP-62 91, M14 100, HOP-92 45, CCRF-CEM 105 and RPMI-8226 101.
Screening O=C1c2cccc3cccc(c23)C(=O)N1Nc1nc(N2CCN(Cc3ccccc3)CC2)nc(-n2cnc3ccccc32)n1 returned MOLT-4 86, EKVX 73, A549/ATCC 89, HOP-62 87, M14 104, HOP-92 50, CCRF-CEM 87 and RPMI-8226 92.
CC(O)(C(=O)c1ccccc1)c1ccccc1 (centres undefined) was read as MOLT-4 98&99, EKVX 96, A549/ATCC 109&98, HOP-62 94&89, M14 103&104, HOP-92 104&96, CCRF-CEM 95 and RPMI-8226 92&100.
`O=c1ccc2c(ccc3ncccc32)o1` gave MOLT-4 93, EKVX 118, A549/ATCC 98, HOP-62 109, M14 128, HOP-92 112, CCRF-CEM 104 and RPMI-8226 112.
Nc1nc2[nH]ncc2c(=O)[nH]1 was read as MOLT-4 86, EKVX 101, A549/ATCC 101, HOP-62 91, M14 87, HOP-92 86, CCRF-CEM 63 and RPMI-8226 51.
Cc1ccc2c(n1)C(=O)C(Oc1ccc(F)cc1)=CC2=O was read as MOLT-4 66, EKVX 103, A549/ATCC 99, HOP-62 125, M14 103, HOP-92 123, CCRF-CEM 40 and RPMI-8226 43.
Screening CCc1cc(O)ccc1Nc1cc(-c2ccc(O)cc2)[nH]n1 returned MOLT-4 93, EKVX 93, A549/ATCC 98, HOP-62 86, M14 108, HOP-92 151, CCRF-CEM 93 and RPMI-8226 100.
`COC(=O)c1c(NC(=O)CC#N)sc(C)c1C` gave MOLT-4 91, EKVX 91, A549/ATCC 90, HOP-62 93, M14 109, HOP-92 95, CCRF-CEM 94 and RPMI-8226 97.
For CCC/C=C/C=N/NC(=S)Nc1ccccc1 the results were MOLT-4 96, EKVX 104, A549/ATCC 99, HOP-62 96, M14 103, HOP-92 81, CCRF-CEM 102 and RPMI-8226 103.
`Cc1ccc2c(c1)/C(=N/c1nc(-c3ccccc3Cl)cs1)C(=O)N2` gave MOLT-4 79, EKVX 102, A549/ATCC 107, HOP-62 97, M14 110, CCRF-CEM 98 and RPMI-8226 90.
Screening O=C(c1ccc(Br)cc1)C(Br)C(c1ccc(Cl)cc1)C(c1ccccc1)[N+](=O)[O-] (centres undefined) returned MOLT-4 90, EKVX 80, A549/ATCC 94, HOP-62 100, M14 93, HOP-92 107, CCRF-CEM 90 and RPMI-8226 92.
CC1(C)Cc2cc(Br)ccc2O1 was read as MOLT-4 95, EKVX 103, A549/ATCC 101, HOP-62 93, HOP-92 91, CCRF-CEM 96 and RPMI-8226 95.
`CCc1ccccc1-n1c(=O)c(C#N)c(-c2ccc(O)cc2)c2c(N)[nH]nc21` gave MOLT-4 105, EKVX 109, A549/ATCC 118, HOP-62 94, M14 111, HOP-92 112, CCRF-CEM 109 and RPMI-8226 110.
Cc1nc(N/N=C/c2ccccc2O)c(C#N)c(C#N)c1C was read as MOLT-4 51, EKVX 67, A549/ATCC 59, HOP-62 63, M14 82, HOP-92 110, CCRF-CEM 47 and RPMI-8226 67.
O=C(c1ccccc1)c1ccc(-c2ccc(O)cc2)cc1 was read as MOLT-4 120, EKVX 65, A549/ATCC 39, HOP-62 43, M14 26, HOP-92 72 and CCRF-CEM 61.
Screening CCOC(=O)COc1ccc2c(c1)O/C(=C\c1ccccc1OC)C2=O returned MOLT-4 102, EKVX 103, A549/ATCC 117, HOP-62 104, M14 104, HOP-92 111, CCRF-CEM 105 and RPMI-8226 102.
`c1ccc2c(c1)CCCN2c1nc(N2CCCCC2)nc(N2CCOCC2)n1` gave MOLT-4 103, A549/ATCC 97, HOP-62 100, M14 100, HOP-92 109, CCRF-CEM 88 and RPMI-8226 86.
Screening O=[N+]([O-])c1ccc2c(c1[N+](=O)[O-])CCCC2 returned MOLT-4 89, A549/ATCC 104, HOP-62 113, M14 94, HOP-92 164, CCRF-CEM 89 and RPMI-8226 99.
Screening Clc1ccc(CSc2nnc(-c3ccc4c(c3)nc(-c3ccccc3)n4C3CCCCC3)o2)cc1 returned MOLT-4 68, EKVX 67, A549/ATCC 62, HOP-62 68, M14 71, HOP-92 75 and CCRF-CEM 69.
Screening Oc1ccccc1C=Nc1cccc(C(F)(F)F)c1 returned MOLT-4 102, A549/ATCC 99, HOP-62 97, M14 100, HOP-92 101, CCRF-CEM 91 and RPMI-8226 100.
Screening Cn1c(=O)c2nc(SCCO)n(C)c2n(C)c1=O returned MOLT-4 95, EKVX 115, A549/ATCC 118, HOP-62 103 and M14 101.

Pulled by compound from the list above (2):
O=C(c1ccccc1)c1ccc(-c2ccc(O)cc2)cc1 was read as MOLT-4 120, EKVX 65, A549/ATCC 39, HOP-62 43, M14 26, HOP-92 72 and CCRF-CEM 61.
Screening Clc1ccc(CSc2nnc(-c3ccc4c(c3)nc(-c3ccccc3)n4C3CCCCC3)o2)cc1 returned MOLT-4 68, EKVX 67, A549/ATCC 62, HOP-62 68, M14 71, HOP-92 75 and CCRF-CEM 69.

The list continues.
`O=C1NC(c2ccc(O)cc2)=CC(c2c[nH]c3ccccc23)N1` (centres undefined) gave MOLT-4 52, A549/ATCC 86, HOP-62 80, M14 79, HOP-92 94, CCRF-CEM 58 and RPMI-8226 75.
OC12CCCCC1Oc1ccc3ccccc3c12 (centres undefined) was read as MOLT-4 92, A549/ATCC 98, HOP-62 103, M14 95, HOP-92 98, CCRF-CEM 93 and RPMI-8226 91.
`COc1ccc(OC)c(Nc2nc3c(s2)C2=CC[C@H]4[C@@H]5CC[C@H]([C@H](C)CCCC(C)C)[C@@]5(C)CC[C@@H]4[C@@]2(C)CC3)c1` gave MOLT-4 101, EKVX 98, A549/ATCC 103, HOP-62 99, M14 103, HOP-92 108, CCRF-CEM 101 and RPMI-8226 82.
Screening c1ncc2[nH]cnc2n1 returned MOLT-4 81, EKVX 126, A549/ATCC 87, HOP-62 104, M14 98, HOP-92 89, CCRF-CEM 89 and RPMI-8226 92.
Screening Nn1c(=S)[nH]nc(/C=C/c2ccco2)c1=O returned MOLT-4 104, EKVX 92, A549/ATCC 115, HOP-62 99, M14 105, HOP-92 87 and CCRF-CEM 94.
`O=C(CSc1nc(-c2ccccc2)cn1-c1ccc(Cl)cc1)c1ccc([N+](=O)[O-])cc1` gave MOLT-4 68, EKVX 93, A549/ATCC 87, HOP-62 96, M14 82, HOP-92 87, CCRF-CEM 83 and RPMI-8226 80.
Screening C=CCCC1(C)NC(=O)NC1=O (centres undefined) returned MOLT-4 84, EKVX 105, A549/ATCC 93, HOP-62 84, M14 98, HOP-92 87, CCRF-CEM 86 and RPMI-8226 104.
`O=C(CN1C(=O)/C(=C\c2ccc(Cl)cc2)SC1=S)Nc1ncc(Cc2ccccc2)s1` gave MOLT-4 100, EKVX 94, A549/ATCC 103, HOP-62 107, M14 100, HOP-92 105, CCRF-CEM 109 and RPMI-8226 104.
c1ccc(Oc2ccc(Nc3ncnc4onc(-c5ccccc5)c34)cc2)cc1 was read as MOLT-4 93, EKVX 106, A549/ATCC 93, HOP-62 105, M14 108, HOP-92 123, CCRF-CEM 96 and RPMI-8226 100.

Quoted from the results shown (2 entries):
`O=C1NC(c2ccc(O)cc2)=CC(c2c[nH]c3ccccc23)N1` (centres undefined) gave MOLT-4 52, A549/ATCC 86, HOP-62 80, M14 79, HOP-92 94, CCRF-CEM 58 and RPMI-8226 75.
OC12CCCCC1Oc1ccc3ccccc3c12 (centres undefined) was read as MOLT-4 92, A549/ATCC 98, HOP-62 103, M14 95, HOP-92 98, CCRF-CEM 93 and RPMI-8226 91.
